cytoskel mod = cytoskeleton assembly modification. HUVEC TNFa F-actin phalloidin imaging, high content. inhibition, % at 2 µM. AID 836. 91,000 tested, 0.18% active;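 active = inhibition above the batch mean plus 3 SD and confirmed as a hit by visual image inspection, cut at about 30% in these data, passing the limit was not always enough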; also: strong numbers were not always called active
sEH inhibitor = blocks human soluble epoxide hydrolase activity | P34913 | recombinant human sEH enzymatic activity assay | inhibition, % at 2 µM | 91,000 tested, 0.34% active | AID 707; in the data active = inhibition above about 80%; also: values of inactives mirror those of a sister screen read the other way; many of its hits are not listed in these tables
Target sequence (P34913 whole entry, looked up): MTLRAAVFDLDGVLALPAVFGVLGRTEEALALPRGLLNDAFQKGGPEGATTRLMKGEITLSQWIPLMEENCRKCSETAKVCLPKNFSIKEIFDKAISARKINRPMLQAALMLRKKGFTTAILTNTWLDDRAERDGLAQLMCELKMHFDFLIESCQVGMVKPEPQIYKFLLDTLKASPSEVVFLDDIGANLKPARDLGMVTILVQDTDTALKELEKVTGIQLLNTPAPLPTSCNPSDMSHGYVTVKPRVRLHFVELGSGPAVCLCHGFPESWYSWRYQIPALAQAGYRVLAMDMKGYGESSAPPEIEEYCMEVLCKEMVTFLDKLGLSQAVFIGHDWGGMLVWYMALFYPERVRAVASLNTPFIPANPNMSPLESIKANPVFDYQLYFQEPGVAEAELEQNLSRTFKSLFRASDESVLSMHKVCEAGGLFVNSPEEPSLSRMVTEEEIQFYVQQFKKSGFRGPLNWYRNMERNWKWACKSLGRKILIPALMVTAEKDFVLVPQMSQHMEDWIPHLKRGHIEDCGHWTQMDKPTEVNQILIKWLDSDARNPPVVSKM
TNFa cytotox = toxic to HUVEC cells under TNF alpha stimulation. HUVEC TNFalpha-stimulated, Hoechst cell count, imaging. cell count reduction, % at 2 µM. 93,000 tested, 0.17% active. AID 848;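 active = cell count reduction exceeding the screen mean by over 5 SD, scaled to untreated wells per plate, cut at about 78% in these data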;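 also: cells counted after 24 h of TNF alpha exposure following the 1 h pretreatment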
ERb SRC1 inh = ER-beta (human) coactivator binding inhibition | inhibition, % at 25.6 µM | TR-FRET ER-beta LBD / SRC1-Cy5 peptide binding; receptor agonist-loaded with 1 µM estradiol | 86,000 tested, 1.3% active | Q92731;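 active = compounds whose percent inhibition of the receptor-coactivator binding signal exceeds about 50% in the single-dose screen, limit read from the data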;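 also: 0% = receptor plus peptide wells without compound and 100% = peptide-only wells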
Calb biofilm kill = kills Candida albicans biofilms. 85,000 tested, 0.14% active. inhibition, % at 6 µM. AID 834. C. albicans biofilm + clotrimazole, Alamar Blue;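 active = inhibition above 20%; inactive = inhibition below 20%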;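 also: preformed 24 hr biofilms exposed to compound for 48 hr; 0% = biofilm without compound and 100% = blank killed by clotrimazole plus chlorhexidine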
Smad3 FoxH1 inh = inhibitors of human Smad3 transcription factor binding; inhibition, % at 25 µM; 88,000 tested, 0.29% active; P84022; TR-FRET Smad3/Dy647-FoxH1 peptide binding, europium anti-His;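 active = compounds that reduce the energy-transfer binding signal between the protein and its labelled peptide by more than half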;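 also: 0% = Smad3 plus labelled peptide maximal FRET and 100% = peptide-only background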
Target sequence (P84022 whole entry, looked up): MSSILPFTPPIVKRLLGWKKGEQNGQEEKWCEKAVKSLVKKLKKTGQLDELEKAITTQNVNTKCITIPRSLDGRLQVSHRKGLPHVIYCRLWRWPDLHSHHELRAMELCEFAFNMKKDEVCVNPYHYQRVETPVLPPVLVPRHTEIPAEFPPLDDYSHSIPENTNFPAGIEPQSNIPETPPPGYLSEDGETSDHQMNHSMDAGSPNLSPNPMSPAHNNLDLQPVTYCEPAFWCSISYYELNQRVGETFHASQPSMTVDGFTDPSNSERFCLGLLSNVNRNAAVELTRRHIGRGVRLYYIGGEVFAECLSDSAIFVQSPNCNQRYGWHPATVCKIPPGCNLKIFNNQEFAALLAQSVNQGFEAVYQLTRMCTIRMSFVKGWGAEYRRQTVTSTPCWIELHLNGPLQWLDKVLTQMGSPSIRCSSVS
VCAM1 TNFa inh = reduces TNF alpha induced VCAM1 expression in HUVEC; HUVEC TNFa-induced VCAM-1 immunofluorescence, high-content imaging; inhibition, % at 2 µM; 95,000 tested, 0.48% active; AID 802;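 active = inhibition above the batch mean plus 3 SD, with images confirmed as a hit by eye, cut at about 37% in these data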;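 also: 0% = TNF-stimulated DMSO wells and 100% = unstimulated control wells; not every result past the cut was called active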
HUVEC tox IL1B = HUVEC cytotoxicity counter-screen, IL-1B stimulated; AID 845; HUVEC cell count loss, Hoechst imaging; cell count reduction, % at 2 µM; 94,000 tested, 0.41% active;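 active = cell count reduction more than 3 SD above the screen-wide mean, cut at about 70% in these data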;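 also: normalized per plate to untreated control cells as the no-loss baseline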
sEH activator = increases human soluble epoxide hydrolase activity; P34913; purified human sEH enzymatic activity, activator screen; activation, % at 2 µM; 91,000 tested, 0.04% active; AID 717; in the data active = activation above about 37%; also: values of inactives mirror those of a sister screen read the other way
* marks the source's active call; other numbers are inactive results; nt = no result given; [ ] = another dose, or the depositor's remark. These rows are one share of the data; count on the stated rates, not on these rows.

no.	compound	cytoskel mod	sEH inhibitor	TNFa cytotox	ERb SRC1 inh	Calb biofilm kill
1	COc1ccc(S(=O)(=O)N(C)CC(=O)Nc2ccccc2SC)cc1Cl	19	-6	-5	-19	8
2	C=CCn1c(CCNC(=O)c2cccs2)nnc1SCC(=O)c1ccc(Cl)cc1	-7	-14	-8	-6	6
3	COc1ccc2sc(C)nc2c1NC(C)=O	-1	6	-4	-16	2
4	COc1cc(C(c2c(C)[nH][nH]c2=O)c2c(C)[nH][nH]c2=O)ccc1OS(=O)(=O)c1ccccc1	-5	4	4	0	4
5	COc1ccccc1C1CC(=O)Nc2c1c(=O)n(C)c(=O)n2C (stereo unspecified)	13	3	-13	-8	2
6	CCc1ccc(NC(=O)N(C2CCCCC2)C(C)c2cccnc2)cc1 (stereo unspecified)	-13	28	-24	1	-1
7	CCOC(=O)C(C)n1cnc2c(cnn2-c2ccc(Cl)cc2)c1=O (stereo unspecified)	-3	-7	2	8[fluorescence artefact?]	5
8	N/C(Cc1ccc([N+](=O)[O-])cc1)=N\OC(=O)c1ccc2ccccc2c1	8	7	-19	20	-2
9	O=C(c1cccnc1)N1CCN(S(=O)(=O)c2ccc3ccccc3c2)CC1	nt	-26	-16	6	-1
10	CCOC(=O)Cn1c(S(=O)(=O)Cc2ccc(Cl)cc2)nc(-c2ccccc2)c1-c1ccccc1	30	8	-10	nt	nt
11	CCCNC(=O)NCc1ccc(N2CCCC2=O)cc1	4	11	-9	1[fluorescence artefact?]	3
12	Cc1ccc(C(=O)NN2CCOCC2)cc1	3	11	-18	nt	nt
13	CCCc1[nH]nc2c1C(c1ccc(OC)cc1OC)C(C#N)=C(N)O2 (stereo unspecified)	19	23	nt	nt	nt
14	COCCN1CCn2c(nc3cc(NC(=O)NC4CCCCC4)ccc32)C1	-3	76	-8	10	6
15	O=C(NCCO)c1ccc2[nH]c3ccccc3c2c1	6	-9	-6	nt	nt

no.	Smad3 FoxH1 inh	VCAM1 TNFa inh	HUVEC tox IL1B	sEH activator
1	1	1	-11	7
2	6	-4	2	12
3	5	-6	-11	-5
4	26	12	0	-3
5	4	-2	-16	-1
6	7	0	nt	-28
7	1[fluorescence artefact?]	2	-12	4
8	2	3	-12	-4
9	3	2	15	22
10	nt	3	4	-6
11	21[fluorescence artefact?]	4	-9	-11
12	nt	-14	3	-6
13	nt	-53	-13	-24
14	-8[fluorescence artefact?]	27	-61	-76
15	nt	-2	-30	9

12 compounds out of the list, ordered by SMILES length, smallest number first.
no.	compound	cytoskel mod	sEH inhibitor	TNFa cytotox	ERb SRC1 inh	Calb biofilm kill
3	COc1ccc2sc(C)nc2c1NC(C)=O	-1	6	-4	-16	2
11	CCCNC(=O)NCc1ccc(N2CCCC2=O)cc1	4	11	-9	1[fluorescence artefact?]	3
15	O=C(NCCO)c1ccc2[nH]c3ccccc3c2c1	6	-9	-6	nt	nt
5	COc1ccccc1C1CC(=O)Nc2c1c(=O)n(C)c(=O)n2C (stereo unspecified)	13	3	-13	-8	2
6	CCc1ccc(NC(=O)N(C2CCCCC2)C(C)c2cccnc2)cc1 (stereo unspecified)	-13	28	-24	1	-1
14	COCCN1CCn2c(nc3cc(NC(=O)NC4CCCCC4)ccc32)C1	-3	76	-8	10	6
13	CCCc1[nH]nc2c1C(c1ccc(OC)cc1OC)C(C#N)=C(N)O2 (stereo unspecified)	19	23	nt	nt	nt
9	O=C(c1cccnc1)N1CCN(S(=O)(=O)c2ccc3ccccc3c2)CC1	nt	-26	-16	6	-1
2	C=CCn1c(CCNC(=O)c2cccs2)nnc1SCC(=O)c1ccc(Cl)cc1	-7	-14	-8	-6	6
8	N/C(Cc1ccc([N+](=O)[O-])cc1)=N\OC(=O)c1ccc2ccccc2c1	8	7	-19	20	-2
10	CCOC(=O)Cn1c(S(=O)(=O)Cc2ccc(Cl)cc2)nc(-c2ccccc2)c1-c1ccccc1	30	8	-10	nt	nt
4	COc1cc(C(c2c(C)[nH][nH]c2=O)c2c(C)[nH][nH]c2=O)ccc1OS(=O)(=O)c1ccccc1	-5	4	4	0	4

no.	Smad3 FoxH1 inh	VCAM1 TNFa inh	HUVEC tox IL1B	sEH activator
3	5	-6	-11	-5
11	21[fluorescence artefact?]	4	-9	-11
15	nt	-2	-30	9
5	4	-2	-16	-1
6	7	0	nt	-28
14	-8[fluorescence artefact?]	27	-61	-76
13	nt	-53	-13	-24
9	3	2	15	22
2	6	-4	2	12
8	2	3	-12	-4
10	nt	3	4	-6
4	26	12	0	-3

Next part:
no.	compound	cytoskel mod	sEH inhibitor	TNFa cytotox	ERb SRC1 inh	Calb biofilm kill
16	O=C(NC1CC2CCC(C1)N2Cc1ccco1)c1ccccc1 (stereo unspecified)	22	3	-18	-1	9
17	CCOC(=O)C(NC(=O)CC(C)C)(Nc1cc(C)on1)C(F)(F)F (stereo unspecified)	6	-22	-8	2[fluorescence artefact?]	3
18	COC(=O)c1cc(C(=O)c2ccc(Cl)cc2Cl)cn1C	-12	1	4	nt	nt
19	CCC(C)[C@H](NC(=O)NCCCc1ccccc1)C(=O)OC (stereo partly specified)	26	60	-42	-8	5
20	CC(C)C(NS(=O)(=O)c1cccs1)C(=O)Nc1nc(C(C)(C)C)cs1 (stereo unspecified)	3	3	-18	nt	nt
21	CC(=O)/C=C/c1ccc2ccccc2n1	-32	4	12	-11	3
22	COC(=O)c1ccccc1NC(=O)CN(CCc1ccccc1)S(C)(=O)=O	9	2	-14	-9	6
23	CCCOc1ccc(C(C)=O)cc1CSCCC#N	-1	8	-20	-7[fluorescence artefact?]	8
24	COC(=O)c1ccccc1NC(=O)c1sc(=S)n(C)c1N	-14	2	-2	38[fluorescence artefact?]	4
25	COC(=O)C1=C(C)NC2=C(C(=O)c3ccccc32)C1c1ccc(-c2ccc(C(=O)O)cc2)o1 (stereo unspecified)	-29	5	-10	-13	-1
26	CCC1CCCCN1C(=O)CSc1nnc(CNC(=O)c2ccco2)o1 (stereo unspecified)	7	10	-10	3[fluorescence artefact?]	4
27	COc1ccc2cc(C#N)c(NC(C)C)nc2c1	0	-22	-3	4	8
28	Cn1c(SCC(=O)N2CCCc3ccccc32)nnc1-c1ccccc1	6	-8	-23	-1	6
29	COc1ccc(S(=O)(=O)N2CCCCC2)cc1C(C)C	-3	1	-5	-4	4
30	O=C(CCC1CCCC1)NCc1ccccn1	-28	8	-15	2	2

no.	Smad3 FoxH1 inh	VCAM1 TNFa inh	HUVEC tox IL1B	sEH activator
16	8[fluorescence artefact?]	1	-28	-4
17	-2	-30	-55	24
18	nt	3	-57	1
19	-11	7	1	-60
20	nt	10	-20	-6
21	-14	7	-5	-2
22	1	-8	13	0
23	12	7	-45	-5
24	5	15	-13	-2
25	17	20	-37	-1
26	-1	-1	-1	-8
27	1	-15	-26	20
28	0	12	-12	6
29	-5	-5	2	-1
30	3	15	8	-7

3 of the entries above in order of the VCAM1 TNFa inh value, ascending.
No.	Compound	VCAM1 TNFa inh
17	CCOC(=O)C(NC(=O)CC(C)C)(Nc1cc(C)on1)C(F)(F)F (stereo unspecified)	-30
26	CCC1CCCCN1C(=O)CSc1nnc(CNC(=O)c2ccco2)o1 (stereo unspecified)	-1
20	CC(C)C(NS(=O)(=O)c1cccs1)C(=O)Nc1nc(C(C)(C)C)cs1 (stereo unspecified)	10

(more compounds)
no.	compound	cytoskel mod	sEH inhibitor	TNFa cytotox	ERb SRC1 inh	Calb biofilm kill
31	C=CCn1c(-c2ccc(OC)cc2)nc2nc3ccccc3nc21	-2	0	-16	3	-1
32	O=C(Nc1ccc2c(c1)OCO2)c1ccc(S(=O)(=O)NCC2CCCO2)cc1 (stereo unspecified)	3	1	-23	-17	3
33	Cc1cccc2cc(CN(Cc3ccco3)C(c3nnnn3CCc3ccccc3)C(C)C)c(=O)[nH]c12 (stereo unspecified)	-12	nt	-12	-3	-4
34	CCC(C)NC(=O)CO/N=C/c1ccc(C(=O)OC)cc1 (stereo unspecified)	-3	-4	-20	7	6
35	c1cn(-c2ncnc3sc4c(c23)CCCC4)cn1	14	nt	-9	-4	6
36	COCCCn1cnnc1SCC(=O)Nc1ccc(S(=O)(=O)N2CCCC2)cc1	20	-9	-31	-1	14
37	N#CC1=C(N)Oc2cc(N)ccc2C1C1CC=CCC1 (stereo unspecified)	11	8	0	-1	6
38	COC(=O)C1=C(N)N(c2ccccc2C(F)(F)F)C2=C(C(=O)CCC2)C1c1ccc2c(c1)OCO2 (stereo unspecified)	15	-4	-10	7[fluorescence artefact?]	14
39	COc1ccccc1NC(=O)CC(NCc1ccccc1)C(=O)O (stereo unspecified)	8	5	-23	8	10
40	O=C(Cn1cccc1C(=O)c1ccccc1)NCc1cccnc1	-1	2	-16	-3[fluorescence artefact?]	-1
41	C/C(N)=C(/C#N)C(=O)CSc1nc2ccccc2[nH]1	9	4	-12	nt	nt
42	O=C(c1cc2n(n1)C(C(F)(F)F)CC(c1ccc(F)cc1)N2)N1CCCC1 (stereo unspecified)	-4	7	-36	9	-1
43	CN=C(Nc1cc(C)nn1CCC#N)c1ccccc1F	67*	-9	-14	1	10
44	CCOC1(C(F)(F)F)NC(=O)N(Cc2ccc(OC)cc2)C1=O (stereo unspecified)	-9	-3	-34	-4	-4
45	CC(=O)c1c(C)[nH]c(C(=O)CSc2nnc(-c3ccco3)n2Cc2ccccc2)c1C	-12	nt	8	-3	5

no.	Smad3 FoxH1 inh	VCAM1 TNFa inh	HUVEC tox IL1B	sEH activator
31	-2	0	-3	0
32	4	-3	6	-2
33	-17[fluorescence artefact?]	-11	-28	nt
34	10[fluorescence artefact?]	-18	-27	4
35	6	-12	-9	nt
36	-11	-10	5	12
37	-1	1	-209	-8
38	4	13	-31	8
39	5	-13	-6	-2
40	-10	-2	6	-2
41	nt	2	4	-2
42	5	12	-2	-7
43	1	3	2	9
44	0	7	-1	5
45	12	24	nt	nt

(further entries)
no.	compound	cytoskel mod	sEH inhibitor	TNFa cytotox	ERb SRC1 inh	Calb biofilm kill
46	COc1cccc(-c2noc(C(C)n3nc(C)c([N+](=O)[O-])c3C)n2)c1 (stereo unspecified)	22	-1	-1	nt	nt
47	CC(=O)c1ccc(N2C(=O)[C@@H]3C(CCC(N)=O)NC4(C(=O)Nc5c4ccc(Cl)c5C)[C@@H]3C2=O)cc1 (stereo partly specified)	-3	-6	-18	22	8
48	Cc1ccccc1OCC(=O)Nc1cccc(N(C)S(C)(=O)=O)c1	30	5	-4	-9	5
49	CN(C)c1ccc(N2C(=O)CC(Nc3ccc(N4CCOCC4)cc3)C2=O)cc1 (stereo unspecified)	3	13	-5	3	2
50	Cc1cc(=O)oc2cc(OCc3cc4c(cc3Cl)OCO4)ccc12	8	-10	-3	nt	nt
51	COc1ccc(C(=O)N2CCN(C(=O)c3ccco3)CC2)cc1OC	-14	0	13	-4[fluorescence artefact?]	-3
52	CC1CCCC(C)N1C(=O)c1cc(F)c(F)cc1Cl (stereo unspecified)	14	10	12	-12	7

no.	Smad3 FoxH1 inh	VCAM1 TNFa inh	HUVEC tox IL1B	sEH activator
46	nt	8	-27	2
47	14	17	-19	7
48	23	-15	-65	-6
49	8	16	-26	-9
50	nt	-2	-21	9
51	-9	-7	29	3
52	8	14	0	-10
